Assay outcomes (PubChem BioAssay)
b-catenin transl – modulators of beta-catenin nuclear translocation, primary screen, imaging, HeLa cells, immunofluorescence, high-content; nuclear translocation activity, % at 5 µM; 190,000 compounds, 0.3% hits; AID 1665, 2009;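 active = nuclear translocation activity above 50% at 5 µM, with a well cell count of 50 or more; inconclusive = wells under 50 cells across six images, flagged as toxic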;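 note: per-cell ratio of nuclear to cytoplasmic median beta-catenin stain intensity; plate controls were DMSO negative control for no effect and GSK-3 inhibitor IX positive control for full effect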
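System: Human HeLa cells, endogenous beta-catenin | Compound dosing: 5 µM primary, 0.02–20 µM confirmation | Timing: 24 h compound exposure at 37°C, 5% CO2 | Measured by: Fluorescence imaging of beta-catenin antibody stain plus DAPI | Read-out basis: % activation of per-cell nuclear versus cytoplasmic median beta-catenin signal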
MT stabilizer – microtubule stabilizers in HeLa cells, primary screen, imaging, high-content imaging. HeLa tubulin immunostaining HCS, 24 h; share of cells brighter than vehicle mean+2SD. % tubulin-high responders, % at 10 µM. 200,000 compounds, 0.83% hits. AID 2205, 2009;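 active = plate Z-score above 3 for both tubulin-high and condensed-nucleus cell shares, with cell loss under 80%, at 10 µM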;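 note: anti alpha tubulin signal scored within the nucleus-defined area of each cell; some results filed as inactive read as strong as hits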
Myeloid diff MLP – induction of myeloid progenitor differentiation, primary screen, cell-based, flow cytometry, MLPCN library. 360,000 compounds, 1% hits. ER-HoxA9 myeloid progenitors, lysozyme-GFP differentiation. calls only at 10 µM;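 active = normalized GFP-positive differentiation at or above the plate's own cutoff, the solvent-only control mean plus 3 SD; inconclusive = no clear call, values can overlap the other calls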;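 note: cells exposed to compound for four days before flow analysis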
West Nile virus CPE – West Nile virus antiviral activity, cell-based, CPE readout (AID 1621). West Nile virus-infected cells, CPE inhibition; higher % means a stronger effect. CPE inhibition, % at 10 µM; hits with a dose series show IC50 in µM. 290,000 compounds, 0.02% hits; in the data active = a potency from the dose series; inconclusive = CPE inhibition mostly from about 3.7% at the one dose, without a potency; inactive = the rest, 99 in 100 with CPE inhibition below about 2.2%; note: strong numbers were not always called active
Autophagy HCS – autophagy modulators in MEF cells, primary screen, imaging, high-content, MEF GFP-LC3. MEF GFP-LC3 puncta imaging; test concentration mostly 10 µM. 190,000 compounds, 0.98% hits. calls only at 10 µM (by protocol). AID 463193, 2010;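 active = percentage of spot-positive cells more than 3 SD above its plate mean, without a fluorescence outlier flag or 80% toxicity; inconclusive = no clear call, values can overlap the other calls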;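 note: spot-positive cell cutoff set from DMSO-treated cells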
Ins promoter up – insulin promoter activators in MIN6 cells, imaging, high-content screening, mouse beta cells; z-score at 5 µM; 190,000 compounds, 0.3% hits; MIN6 insulin promoter-GFP reporter; active compounds read high; AID 1625, 2009;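 active = z-score above 3 at 5 µM with at least 500 cells counted in the well; inconclusive = wells under 500 cells, flagged as cytotoxic or low count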
T cell HTS – modulators of CD8 T cell-vesicle binding, primary screen, mouse 2C CD8+ T cells, flow cytometry | calls only at 7 µM | AID 2052, 2009 | 330,000 compounds, 0.068% hits | 2C CD8+ T cell-vesicle binding; active compounds read low;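 active = response, share of CD8 T cells binding vesicles, and their 90th percentile fluorescence all below set limits, cut at about 80% in these data, passing the limit was not always enough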
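Read-out – percent CD8+ FL2 mean versus row control · System – murine 2C transgenic CD8+ T lymphocytes · Times – 1.5 h cell–vesicle binding at 37 °C, then 20 min icy labelling · Control set – naked vesicles low, QL9 vesicles with vehicle high · Detection – cytometric PE anti-B7-1 and Alexa647 anti-CD8 signals after 1% paraformaldehyde fixation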
WT yeast gro inh – growth inhibition of WT strain, primary screen, mitochondrial fusion inhibitor project, WT and mutant strains, chemical genetic; mitochondrial fusion phenotypic screen; inhibition, % at 10 µM; 190,000 compounds, 2.1% hits; in the data active = inhibition above about 58%; tested in S. cerevisiae
Lipid droplet – inhibitors of hepatocyte lipid droplet formation, primary screen, imaging, high-throughput imaging, BODIPY stain. 240,000 compounds, 0.4% hits. inhibition, % at 6.5 µM. AML12 mouse hepatocytes, oleate lipid droplets. AID 1656, 2009;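 active = lipid droplet intensity inhibited by at least 50%, with more than 500 cells counted; inconclusive = wells with under 300 cells, treated as cytotoxic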
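Test system: AML12 hepatocytes (mouse); reagent: oleate loading, 100 µM; dosing: one dose, 6.5 µM compound; incubation: overnight exposure; signal: fluorescence imaging, 20x objective, two fields per well; read-out basis: % inhibition of corrected integrated BODIPY droplet signal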
WT yeast gro inh mutant strain – recorded beside WT yeast gro inh, whose call it bears; inhibition, %; mitochondrial fusion phenotypic screen, mutant strain inhibition
Ins promoter up cell count – also measured in Ins promoter up; calls as there; cell count; measured here: cytotoxicity, nuclei count;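 total cells summed across four imaged fields per well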
Lipid droplet cells 6.5 µM – also measured in Lipid droplet; calls as there; cell count; measured here: cell count, cytotoxicity flag;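 cells counted across two imaged fields per well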
b-catenin transl cell count 5 µM – further read-out of b-catenin transl, marked with its call; cell count; measured here: cell count, cytotoxicity flag
T cell HTS vesicle-bound % – second read-out of T cell HTS, no call of its own (marks repeat the call); double positive events, %; measured here: CD8+ vesicle-bound cell fraction;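 binding gate set so that unloaded-vesicle control wells show 10% double positive cells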
MT stabilizer Hoechst-high % – second read-out of MT stabilizer, no call of its own (marks repeat the call); % Hoechst-high responders; measured here: nuclear condensation Hoechst responders;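 share of cells brighter than vehicle mean plus two SD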
MT stabilizer cytotoxicity % – further read-out of MT stabilizer, marked with its call; toxicity, %; measured here: cytotoxicity by cell density;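 0% = mean cell density of plate MIN control wells and 100% = no cells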
Autophagy HCS cell loss 18 h – further read-out of Autophagy HCS, marked with its call; toxicity, %; measured here: cell loss, nuclei count;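 cell loss after 18 h compound exposure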
Myeloid diff MLP GFP+ MAC1+ % – second read-out of Myeloid diff MLP, no call of its own (marks repeat the call); GFP+ MAC1+ double positive, %; measured here: differentiation confirmed by MAC1 staining
The depositor's hits bear a star; i = inactive; u = inconclusive; x = not tested or not shown.

SMILES	b-catenin transl	b-catenin transl cell count 5 µM	MT stabilizer	MT stabilizer Hoechst-high %	MT stabilizer cytotoxicity %	Myeloid diff MLP	Myeloid diff MLP GFP+ MAC1+ %	West Nile virus CPE	Autophagy HCS	Autophagy HCS cell loss 18 h	Ins promoter up	Ins promoter up cell count	T cell HTS	T cell HTS vesicle-bound %	WT yeast gro inh	WT yeast gro inh mutant strain	Lipid droplet	Lipid droplet cells 6.5 µM
O=C(Nc1cccc(F)c1)c1cc(S(=O)(=O)N2CCC3(CC2)OCCO3)ccc1F	-1.2	1173	2.1	1.7	3.3	x	x	0.1%	i	3	-0.37	1148	i	12	7	-1	7	698
COc1cc(C(=O)NC(=S)N(CCc2ccccc2)CCc2ccccc2)cc(OC)c1OC	0.7	999	3.4	4.3	7.3	i	0.5	0.1%	i	-2	x	x	i	34	48	-16	-7	657
O=C(OCc1nnc(-c2ccccc2)o1)c1ccc2ccccc2n1	x	x	2.0	1.3	3.4	i	2.4	0.5%	i	-1	-0.35	1279	i	28	13	3	0	664
CC(C)OC(=O)N(C)c1ccc(C(O)(C(F)(F)F)C(F)(F)F)cc1	x	x	1.9	1.2	7.4	x	x	-0.8%	i	-1	x	x	i	28	15	3	-12	742
COc1ccc(CCNCc2csc3nc4ccccc4n23)cc1OC	-5.2	972	2.4	1.4	7.8	i	0.9	-0.8%	i	25	u	x	i	45	-13	-4	x	x
O=C(CSc1ccccn1)Nc1cccc(NC(=O)CSc2ccccn2)n1	1.6	1001	0.6	1.2	8.2	i	7.3	0.7%	i	0	x	x	i	34	1	7	7	841
Cc1ccc2c(c1)C(=O)C(=O)N2CC1COc2ccccc2O1 (stereo unspecified)	x	x	x	x	x	u	x	0.5%	x	x	x	x	i	7	x	x	-6	777
Cc1cc(C)n(-c2ccc(C(=O)OCc3nnc(-c4ccccc4)o3)cc2)n1	x	x	2.3	1.7	0.3	i	0.8	0.3%	i	9	x	x	i	41	4	6	x	x
CCNC(=S)Nc1scc(-c2ccccc2)c1C(=O)OCC	x	x	2.9	4.4	7.5	i	0.2	2.4%	i	-6	-1.6	1216	i	48	37	6	3	648
O=C(c1cc2ccccc2oc1=O)N1CCN(C(=O)C2CCCO2)CC1 (stereo unspecified)	-1.2	1106	3.8	2.6	5.1	i	0.8	-0.2%	i	-5	0.78	1913	i	50	-4	4	-2	548
c1ccc(COn2nnc3ccccc32)c(COn2nnc3ccccc32)c1	x	x	2.4	2.0	3.8	i	9.9	-0.3%	i	-3	1.5	1143	i	26	0	-3	-11	608
CC1Cc2ccccc2N1C(=S)NC1CCCC1 (stereo unspecified)	x	x	x	x	x	i	1.0	-1.3%	x	x	x	x	i	8	x	x	-25	686
COc1ccc(-c2cc(C(=O)Nc3cc(Cl)ccc3OC)no2)cc1	x	x	x	x	x	i	0.7	-0.3%	x	x	x	x	i	31	x	x	11	750
Cn1cnnc1Sc1ccc(CN2CCN(C3CCCC3)C(CCO)C2)o1 (stereo unspecified)	-0.6	1003	3.4	2.6	3.2	i	0.8	0.1%	i	8	-0.62	1433	i	35	7	7	-2	705
O=C(/C=C/C=C/c1ccccc1)c1ccco1	-1.4	1172	x	x	x	i	0.6	0.0%	x	x	-0.03	1445	i	64	x	x	2	805
COc1ccccc1CCNC(=O)C(=O)NCC1OCCN1C(=O)c1ccc(Cl)cc1 (stereo unspecified)	x	x	x	x	x	i	0.8	-0.3%	x	x	x	x	i	62	x	x	-1	889
Cc1cccc(N(CC(=O)NCCSCc2ccccc2)S(C)(=O)=O)c1C	1.4	1135	5.0	1.7	1.0	i	1.0	-0.8%	i	23	-0.41	1228	i	62	7	2	-20	716
Cc1ccc(CNC(=O)C2C3C=CC(C3)C2C(=O)O)cc1 (stereo unspecified)	x	x	2.3	1.2	2.5	i	0.5	-0.3%	i	-1	0.05	1308	i	54	-10	-71	8	658
COCCNC(=O)C(c1ccncc1)N(Cc1ccccc1)C(=O)Cn1nnc2ccccc21 (stereo unspecified)	0.7	1075	3.2	2.1	17	i	0.1	0.0%	i	14	0.62	1209	i	55	-5	4	18	692
CC1=NNC(=O)C1Cc1ccc(F)cc1 (stereo unspecified)	-0.6	1391	x	x	x	i	0.4	0.0%	x	x	-0.34	1038	i	30	x	x	-8	604
COc1cc(/C=N/NC(=O)c2ccccn2)cc2c1OCO2	-2.8	1022	1.8	2.5	7.3	i	0.3	-0.2%	i	17	0.37	1257	i	32	-13	-3	-2	630
CC12CCC(=O)N1C(C(=O)OCC(=O)Nc1ccc(Cl)c(Cl)c1)CS2 (stereo unspecified)	-0.4	1064	2.8	2.0	10	i	0.5	0.0%	i	-5	0.85	1366	i	12	16	1	30	701
CCC(C)(O)c1[nH]c2ccc(C(F)(F)F)cc2c1C (stereo unspecified)	x	x	x	x	x	i	1.2	-1.3%	x	x	x	x	i	56	x	x	-15	780
Cc1cc(C(=O)N2CCN(C/C=C/c3ccccc3)CC2)cs1	x	x	2.6	1.2	3.0	i	9.7	-0.5%	i	0	x	x	i	14	11	-2	8	644
CCOCCCNC(=O)c1cn(C)c2ccc(S(=O)(=O)N3CCCC3)cc2c1=O	x	x	x	x	x	i	5.5	0.7%	x	x	x	x	i	33	x	x	-1	695
Cc1ccc(NC(=O)CSCc2cc(=O)n3ccsc3n2)c(C)c1	x	x	x	x	x	i	2.7	0.9%	x	x	x	x	i	16	x	x	4	727
O=C(CCC(=O)N1CCN(c2ccc(F)cc2)CC1)c1ccc(F)cc1	1.1	1100	x	x	x	x	x	-0.3%	x	x	0.22	1452	i	46	x	x	7	630
C/C(=N\NC(N)=O)c1cccc(Cl)c1	x	x	7.7	6.4	4.0	i	0.2	0.1%	i	2	-0.32	1063	i	5	-6	-2	17	657
Cc1cccc(OCC(=O)NC2CCCC2)c1	x	x	x	x	x	i	0.4	-0.3%	x	x	x	x	i	25	x	x	3	717
CC(=O)N1CCOc2ccc(S(=O)(=O)N3CCC(C(=O)NCc4ccc(F)cc4)CC3)cc21	x	x	x	x	x	i	1.9	0.1%	x	x	x	x	i	32	x	x	0	734
O=C(Nc1ccc(F)cc1)c1cc(-c2ccccn2)nc2c(Cl)cccc12	x	x	x	x	x	i	5.3	-0.7%	x	x	x	x	i	75	x	x	-54	603
Cc1ccc(N2C(=O)CC(C3CCCO3)C2=O)cc1 (stereo unspecified)	-3.6	1065	2.2	2.2	6.3	i	6.0	0.5%	i	6	x	x	i	42	x	x	-1	812
COC(=O)c1sc2nc(CSc3ccc(Br)cc3)[nH]c(=O)c2c1C	0.9	1267	x	x	x	i	0.5	-0.8%	x	x	1.2	1081	i	36	x	x	0	771
CCOc1ccc(-n2c(=O)cc(N3CCN(c4ccc(F)cc4)CC3)[nH]c2=O)cc1	-5.1	907	1.6	1.4	3.5	i	3.3	-0.7%	i	1	0.7	1209	i	10	5	-5	x	x
Cc1nc(C(C)(C)O)n(-c2ccccc2)n1	-0.5	555	0.5	1.7	7.7	i	0.8	-0.1%	i	1	-0.74	1439	i	55	12	0	x	x
COc1cc2[nH]c(=S)nc(NCc3ccc(Cl)cc3)c2cc1OC	x	x	x	x	x	i	1.7	-0.7%	x	x	x	x	i	12	x	x	-3	852
COc1ccc(/C=C/C(=O)Nc2c(C)nn(C)c2C)cc1COc1ccc(Cl)cc1Br	-1.4	556	2.9	2.4	11	i	0.0	u	i	-5	x	x	i	26	-6	-19	10	767
CC1C/C(=N\NC(=O)CCc2ccc(S(=O)(=O)N3CCOCC3)cc2)CC(C)(C)C1 (stereo unspecified)	-0.1	1085	3.5	3.2	6.4	i	0.8	0.1%	i	4	-0.08	1504	i	40	6	12	18	619
N#C/C(=N\Nc1cc(Cl)cc(Cl)c1)c1nnc2n1CCCCC2	-1.1	522	2.4	2.1	7.1	i	0.4	-0.4%	i	7	-0.21	1201	i	36	11	8	11	581
Cc1nc2c([nH]1)C1(CCN(Cc3ccccc3)CC1)C(C#N)=C(N)O2	x	x	2.6	1.1	3.8	i	1.3	-0.2%	i	6	0.92	1156	i	30	-2	5	-3	689
Cc1cccc(N(C(=O)CCC(=O)Nc2nccs2)C(C(=O)NC(C)(C)C)c2ccc(O)cc2)c1 (stereo unspecified)	0.0	1460	5.2	2.2	4.7	i	0.3	-0.7%	i	-2	x	x	i	38	-8	-14	-18	686
CN(C)CCCNC(=O)C(=O)Nc1cc2c3c(c1)CCC(=O)N3CCC2	x	x	x	x	x	i	2.7	-0.1%	x	x	x	x	i	2	x	x	-5	722
COc1ccc2cc1Oc1ccc(cc1)C[C@H]1c3c(cc4c(c3Oc3cc5c(cc3OC)CCN(C)[C@@H]5C2)OCO4)CCN1C	31	704	x	x	x	u	x	2.4%	x	x	x	x	i	32	x	x	-17	580
